# CF NFkB inh = blocks PAF-induced NF-kB reporter in cystic fibrosis cells; KKLEB NF-kB-GFP reporter, GFP fluorescence overnight; inhibition, % at 5 µM; 360,000 tested, 0.86% active;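 active means at least 50% inhibition at 5 µM, scaled per plate between neutral and stimulator controls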;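 further: PAF is a Pseudomonas aeruginosa culture filtrate used as stimulus; plate controls were PAF-stimulated DMSO wells for no effect and unstimulated DMSO wells for full effect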
# C8 TRAIL sens = sensitizes caspase-8 expressing cells to TRAIL; NB7+C8 cells + TRAIL, ATPlite viability luminescence; inhibition (viability loss, TRAIL sensitization), % at 10 µM; 360,000 tested, 1% active;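 active means compounds causing at least 50% loss of cell viability in the single-dose screen, relative to plate controls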
# COUP-TFII inh = blocks human COUP-TFII nuclear receptor. AID 686940. P24468. 370,000 tested, 0.7% active. HEK293T NGFI-A luciferase reporter, luminescence. inhibition, % at 8.6 µM;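 active means inhibition above a per-plate cutoff, mean inhibition of test wells between control levels plus 3 SD, cut at about 38% in these data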;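 further: cells cotransfected with COUP-TFII expression vector driving the NGFI-A reporter; 0% = median of COUP-TF2 test wells and 100% = reporter-only cells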
# KKLEB tox = counter-screen for CF NF-kB inhibitors: cytotoxicity | AID 602141 | activity change (cytotoxicity), % at 5 µM | 360,000 tested, 0.36% active | KKLEB CF airway cells viability, ATPlite luminescence, overnight; stronger effect = lower value; cells stimulated with P. aeruginosa culture filtrate;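 active means corrected activity change at or below -50% at 5 µM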
# Shn3 3UTR inh = inhibitors of Schnurri-3 3'UTR reporter in osteoblasts. Clone20 osteoblast Shn3 3'UTR firefly luciferase, 24 h. inhibition, % at 12.5 µM. 360,000 tested, 0.52% active;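 active means mean inhibition of at least 75% with every replicate also reaching 75%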;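 further: 0% = median of neutral control wells and 100% = pilot-screen positive control compound; some compounds past the cut are filed as inactive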
# TWEAK Fn14 block = blocks TWEAK-Fn14 interaction in a reporter cell assay; TWEAK-stimulated Fn14 reporter cells, luciferase luminescence, 8 h; inhibition, % at 10 µM; 360,000 tested, 2% active; AID 1159606; in the data active means inhibition above about 50%
# TROY signal inh = TROY signaling inhibition; Q293 LMP1-TROYcd NF-kB luciferase reporter, 4 h; inhibition, % at 10 µM; 360,000 tested, 0.98% active;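 active means compounds whose plate-normalised and pattern-corrected inhibition of the luciferase reporter signal at the single screening dose is 50% or more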
# NCOA3 inh = inhibits human SRC3 coactivator. inhibition, % at 3.6 µM. 360,000 tested, 0.17% active. HEK293 GAL4-SRC3 luciferase reporter, luminescence. Q9Y6Q9;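 active means inhibition above a per-campaign cutoff, the mean of all compounds plus 3 SD, cut at about 60% in these data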;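 further: 0% = DMSO-treated cells and 100% = gossypol-treated cells at 36 µM; higher means less SRC3-driven luciferase light from the GAL4 reporter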
# NCOA1 inh = inhibitors of human steroid receptor coactivator 1 (SRC1). HEK293 GAL4-SRC1 luciferase reporter, luminescence. 360,000 tested, 0.12% active. inhibition, % at 3.6 µM. AID 588354;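 active means inhibition above the campaign mean plus 3 SD, with each screening campaign given its own cutoff, cut at about 60% in these data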;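 further: 0% = DMSO treated cells and 100% = gossypol at 36 µM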
# Target sequence (Q15788 whole entry, looked up, the tested form may be a part): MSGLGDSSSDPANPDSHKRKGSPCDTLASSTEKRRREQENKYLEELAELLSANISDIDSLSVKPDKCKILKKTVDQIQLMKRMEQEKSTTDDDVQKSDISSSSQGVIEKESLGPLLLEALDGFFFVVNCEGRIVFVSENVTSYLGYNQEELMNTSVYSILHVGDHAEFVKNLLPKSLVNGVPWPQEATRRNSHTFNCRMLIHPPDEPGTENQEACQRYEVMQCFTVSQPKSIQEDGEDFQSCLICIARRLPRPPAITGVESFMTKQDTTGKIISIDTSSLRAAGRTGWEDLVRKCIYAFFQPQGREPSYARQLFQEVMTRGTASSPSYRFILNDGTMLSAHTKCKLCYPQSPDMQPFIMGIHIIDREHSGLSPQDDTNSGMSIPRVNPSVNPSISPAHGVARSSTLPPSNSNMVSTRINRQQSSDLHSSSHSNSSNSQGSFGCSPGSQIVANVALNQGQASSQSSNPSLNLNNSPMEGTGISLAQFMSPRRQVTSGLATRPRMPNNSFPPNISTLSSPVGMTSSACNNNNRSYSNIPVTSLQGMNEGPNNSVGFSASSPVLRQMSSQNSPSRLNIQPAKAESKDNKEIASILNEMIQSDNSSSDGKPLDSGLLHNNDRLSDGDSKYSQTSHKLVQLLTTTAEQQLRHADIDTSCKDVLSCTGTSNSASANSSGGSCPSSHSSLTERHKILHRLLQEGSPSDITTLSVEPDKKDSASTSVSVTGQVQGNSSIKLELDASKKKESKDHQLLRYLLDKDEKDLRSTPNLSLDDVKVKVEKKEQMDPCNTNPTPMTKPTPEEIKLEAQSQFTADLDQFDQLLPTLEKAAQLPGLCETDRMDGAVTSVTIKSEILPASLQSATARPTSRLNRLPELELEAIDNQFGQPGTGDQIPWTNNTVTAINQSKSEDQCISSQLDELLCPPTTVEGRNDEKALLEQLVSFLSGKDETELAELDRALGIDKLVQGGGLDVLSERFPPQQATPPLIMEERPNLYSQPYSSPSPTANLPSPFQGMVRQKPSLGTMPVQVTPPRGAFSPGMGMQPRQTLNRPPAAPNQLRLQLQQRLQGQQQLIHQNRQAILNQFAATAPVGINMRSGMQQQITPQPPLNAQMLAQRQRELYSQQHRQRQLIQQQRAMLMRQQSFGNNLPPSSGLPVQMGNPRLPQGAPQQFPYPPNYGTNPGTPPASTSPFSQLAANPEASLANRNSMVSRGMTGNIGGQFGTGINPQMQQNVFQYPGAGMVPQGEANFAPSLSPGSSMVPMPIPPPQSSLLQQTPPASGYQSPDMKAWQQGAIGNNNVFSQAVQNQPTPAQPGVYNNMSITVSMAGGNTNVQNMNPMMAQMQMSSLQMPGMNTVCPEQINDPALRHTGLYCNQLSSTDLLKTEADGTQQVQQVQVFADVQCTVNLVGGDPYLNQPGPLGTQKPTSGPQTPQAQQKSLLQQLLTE
# LMP1 NFkB inh = inhibitors of Epstein-Barr LMP1-induced NF-kappaB reporter; LMP1-induced NF-kappaB luciferase reporter cells, luminescence; inhibition, % at 12.5 µM; 350,000 tested, 0.69% active; in the data active means inhibition above about 41%;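 further: 0% = neutral control wells and 100% = reference inhibitor control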
# LRH-1 inv ag = NR5A2 inverse agonism in reporter assay | HEK293T StAR-luciferase reporter, LRH-1 transfected, 24 h | O00482 | inhibition, % at 3.6 µM | AID 602396 | 360,000 tested, 0.13% active;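 active means inhibition above the mean inhibition of all tested compounds plus 3 SD, cut at about 73% in these data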;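 further: 0% = DMSO wells and 100% = reporter-only cells lacking LRH-1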
# * hit, by the source's call; . = not tested or not shown. An excerpt, so the mix of outcomes need not match the whole.
# Every second line gives: CF NFkB inh	LMP1 NFkB inh	C8 TRAIL sens	NCOA1 inh	TWEAK Fn14 block	LRH-1 inv ag	NCOA3 inh	KKLEB tox	COUP-TFII inh	Shn3 3UTR inh	TROY signal inh
1. COc1ccccc1NC(=O)c1cc2c(=O)n(C)c3ccccc3c2n1C
 : -8	3	5	5	9	2	4	-8	-6	-1	-21
2. Cc1ccc(NC(=O)c2ccc(F)c(S(=O)(=O)N3CCOCC3)c2)cc1F
 : -2	-2	17	8	7	-2	5	-4	24	22	-16
3. O=c1[nH]c2ccc(NC(=S)Nc3ccc(Cl)cc3)cc2[nH]1
 : -19	0	-3	7	-30	9	10	11	-25	28	-55
4. CCc1nnc(NC(=O)c2cnccn2)s1
 : -1	6	-8	-3	11	-3	-14	16	-6	-8	-9
5. Cn1nc([N+](=O)[O-])nc1Sc1ccc(C(C)(C)C)cc1
 : 3	-3	5	-3	-17	2	14	6	-1	10	12
6. Cc1ccccc1-c1nc(CN2CCCC(C(=O)NCc3cccnc3)C2)c(C)o1 (stereo not given)
 : -11	6	-4	-20	15	12	2	8	7	-1	10
7. CSc1ccccc1C(=O)OCC(=O)NC1CCS(=O)(=O)C1 (stereo not given)
 : -19	-7	-5	-10	-10	1	11	15	24	-7	-7
8. CCCCN(C(=O)NC(=O)Nc1nc2ccc(OC)cc2s1)S(C)(=O)=O
 : -10	-3	17	-88	-21	-56	-23	3	-9	-54	-17
9. CC(C(=O)N1CCOCC1)N1C(=O)C2C3CC(C(Br)C3Br)C2C1=O (stereo not given)
 : -3	12	13	0	15	-5	19	-2	-10	4	7
10. O=C(Nc1cccc(C(=O)N2CCN(c3ccc(F)cc3)CC2)c1)c1ccccc1
 : 8	-1	-8	-5	0	-14	-4	0	14	15	14
11. CSc1c(-c2ccccc2)nc2ccccc2c1C(=O)O
 : -13	1	15	-6	-5	4	4	-8	-1	-16	-8
12. COc1cccc(NC(=O)CSc2nnc(-c3ccoc3C)n2C)c1
 : -2	1	5	-17	-5	-2	13	1	-8	3	-5
13. CC(C)CCN1CCN(Cc2ccon2)CC1CCO (stereo not given)
 : -5	-6	-7	4	3	-1	17	2	2	-29	-28
14. O=C(c1ccc(COc2ccccc2Cl)o1)N1N=C(C(F)F)CC1(O)C(F)F (stereo not given)
 : 2	-23	-17	4	-4	4	4	-2	8	2	16
15. CC(=O)Nc1ccc(NC(=O)/C=C/c2ccc3c(c2)OCO3)cc1
 : 1	-13	3	-20	-23	-72	-16	15	-39	-10	-31
16. O=C(NCC1(c2ccccc2)CCCC1)c1ccco1
 : 6	-5	-4	-12	20	-7	10	-2	-21	17	12
17. O=C(COc1ccccc1[N+](=O)[O-])NCC1(N2CCCCC2)CCCCC1
 : -6	-5	4	-1	1	7	-8	-2	-10	-7	-5
18. O=C(Cn1nnc(-c2ccc(CN3CCOCC3)cc2)n1)N(c1ccccc1)c1ccccc1
 : -6	-3	9	0	-1	-4	1	-5	-21	11	-30
19. Cc1oc(-c2ccc(Cl)cc2)nc1CN1CCC(C(=O)N2CCc3ccccc3C2)CC1
 : 28	8	20	-5	-16	-24	2	-3	.	46	7
20. COc1cc(C2C(C(N)=O)=C(C)Nc3nc(CCCO)nn32)cc(OC)c1OC (stereo not given)
 : -2	3	7	6	3	21	9	-2	-32	-11	-14
21. CCOC(=O)CCCC(=O)Nc1ncnc2c1C(c1ccccc1)c1c(ccc3ccccc13)O2 (stereo not given)
 : -11	-10	6	1	-5	2	-32	4	-15	30	13
22. CCCCNC(=O)Nc1nc(SCC(=O)OCC)n[nH]1
 : -16	-10	-6	-9	-3	11	10	4	-6	7	-11
23. COc1ccc(-n2c(COc3cccc4ccccc34)nnc2SCC#N)cc1
 : -4	0	-4	11	9	-18	-2	1	11	7	2
24. O=C(CCNS(=O)(=O)c1ccc(Br)cc1)NCC1CCCO1 (stereo not given)
 : 4	0	1	1	-14	5	7	5	2	3	5
25. C=CCC[C@H](Cc1ccc(F)cc1)C(=O)OC[C@H]1CCCN1C(=O)[C@@H](CC=C)CC(=O)NCCO
 : -17	-6	-3	-1	6	1	3	7	13	67	-3
26. COc1cc(SC)ccc1C(=O)Nc1ccc2c(c1)OCO2
 : -28	-59	38	-61	-22	-181	-88	0	-53	-112	-51
27. CC(=O)Nc1ccc(S(=O)(=O)NNC(=O)c2cc3c4ccccc4n(C)c3s2)cc1
 : -1	-5	-12	2	-9	20	-2	-6	-2	2	4
28. Cc1ccc(NC(=O)C2CCN(S(=O)(=O)c3ccccc3)CC2)cc1
 : 6	6	-2	21	8	6	17	-2	18	29	18
29. CCOC(=O)[C@]12CCCC=C1N(Cc1ccco1)C(=O)[C@H](CC(=O)NCc1cccs1)C2
 : .	.	-18	.	0	3	.	.	-19	.	-10
30. CC(=O)N1CCN(S(=O)(=O)c2cccc(C(=O)NNC(=O)COc3c(C)cccc3C)c2)CC1
 : 14	-1	-24	13	1	15	8	-3	-8	1	0
31. O=S(=O)(Nc1cc(Cl)ccc1-n1cncn1)c1ccc(F)cc1
 : 30	-1	-10	-5	-8	-2	7	10	-20	-4	0
32. CC1=C(C(N)=O)C(c2ccccc2)n2nc(-c3cccc(C)c3)nc2N1 (stereo not given)
 : -2	0	-3	-1	0	9	11	9	4	8	-3
33. Cc1cc2c(cc1C)C(c1cccc([N+](=O)[O-])c1)CC(=O)N2 (stereo not given)
 : 2	-1	2	-2	-3	2	-2	-3	-5	33	-6
34. CC(C)Oc1ccc(/C=N/NC(=O)C2CCCN2S(=O)(=O)c2ccc(Cl)cc2)cc1 (stereo not given)
 : -1	3	-3	2	8	21	12	2	.	1	2
35. Cc1ccc(NC(=O)c2cc(-c3ccc(C)o3)nc3ccccc23)cc1
 : -11	-7	-14	11	20	0	3	-4	12	14	2
36. CC(/C=N/n1c(-c2ccncc2)n[nH]c1=S)=C\c1ccco1
 : 26	6	21	-8	18	-18	-6	5	12	1	-8
37. CCn1c(SCC(=O)N/N=C/C=C/c2ccccc2[N+](=O)[O-])nnc1-c1ccccc1
 : -6	9	-17	-6	2	21	-1	12	1	-17	14
38. O=C(O)[C@H]1CCCC[C@H]1C(=O)Nc1ccc(S(=O)(=O)N2CCOCC2)cc1
 : 0	4	-14	-1	2	-14	9	-7	-3	8	5
39. CCn1cc(/C=C(\NC(=O)c2ccccc2OC)C(=O)N2CCN(C)CC2)c2ccccc21
 : 15	11	9	5	7	-7	2	-12	-8	-14	-14
40. CCOC(=O)C1CCN(C(=O)CCC(=O)NCCc2ccc(Cl)cc2)CC1
 : -7	8	3	-39	-5	13	-2	3	-10	1	3
41. CSc1ccccc1OCc1cc(C(=O)NC2CCOC2)no1 (stereo not given)
 : 19	-11	2	-23	-34	-42	-85	-7	-5	-30	-57
42. COc1ccc(NS(=O)(=O)c2cccc(C(=O)NNC(=O)NCCCl)c2)cc1
 : 11	-12	1	-87	3	7	15	0	-10	-11	-2
43. O=C(NCc1ccccc1)c1ccc(CSc2ccccc2)o1
 : 14	-5	-1	1	-19	-16	14	-10	7	-20	-19
44. O=[N+]([O-])c1ccc(N2CCN(c3nc(-c4ccc(Cl)cc4)cs3)CC2)cc1
 : 10	8	-3	-6	-9	15	-1	-7	3	21	-9

# An excerpt from above in order of length of the SMILES, lowest first:
# Every second line gives: CF NFkB inh	LMP1 NFkB inh	C8 TRAIL sens	NCOA1 inh	TWEAK Fn14 block	LRH-1 inv ag	NCOA3 inh	KKLEB tox	COUP-TFII inh	Shn3 3UTR inh	TROY signal inh
41. CSc1ccccc1OCc1cc(C(=O)NC2CCOC2)no1 (stereo not given)
 : 19	-11	2	-23	-34	-42	-85	-7	-5	-30	-57
31. O=S(=O)(Nc1cc(Cl)ccc1-n1cncn1)c1ccc(F)cc1
 : 30	-1	-10	-5	-8	-2	7	10	-20	-4	0
35. Cc1ccc(NC(=O)c2cc(-c3ccc(C)o3)nc3ccccc23)cc1
 : -11	-7	-14	11	20	0	3	-4	12	14	2
40. CCOC(=O)C1CCN(C(=O)CCC(=O)NCCc2ccc(Cl)cc2)CC1
 : -7	8	3	-39	-5	13	-2	3	-10	1	3
33. Cc1cc2c(cc1C)C(c1cccc([N+](=O)[O-])c1)CC(=O)N2 (stereo not given)
 : 2	-1	2	-2	-3	2	-2	-3	-5	33	-6
32. CC1=C(C(N)=O)C(c2ccccc2)n2nc(-c3cccc(C)c3)nc2N1 (stereo not given)
 : -2	0	-3	-1	0	9	11	9	4	8	-3
42. COc1ccc(NS(=O)(=O)c2cccc(C(=O)NNC(=O)NCCCl)c2)cc1
 : 11	-12	1	-87	3	7	15	0	-10	-11	-2
44. O=[N+]([O-])c1ccc(N2CCN(c3nc(-c4ccc(Cl)cc4)cs3)CC2)cc1
 : 10	8	-3	-6	-9	15	-1	-7	3	21	-9
38. O=C(O)[C@H]1CCCC[C@H]1C(=O)Nc1ccc(S(=O)(=O)N2CCOCC2)cc1
 : 0	4	-14	-1	2	-14	9	-7	-3	8	5
39. CCn1cc(/C=C(\NC(=O)c2ccccc2OC)C(=O)N2CCN(C)CC2)c2ccccc21
 : 15	11	9	5	7	-7	2	-12	-8	-14	-14
37. CCn1c(SCC(=O)N/N=C/C=C/c2ccccc2[N+](=O)[O-])nnc1-c1ccccc1
 : -6	9	-17	-6	2	21	-1	12	1	-17	14
